Vif inh: HIV Vif inhibition; HEK293T cells, Vif self-association by quenched fluorescence, imaging, 24 h; inhibition, % at 7.49 µM; hit rate 0.35% among 340,000; in the data active = inhibition above about 50%, passing the limit was not always enough; also: some results filed as inactive read as strong as hits
MC4R barr agon: human MC4R agonism via beta-arrestin. U2OS MC4R beta-arrestin complementation, luminescence; percent of melanotan II response, DMSO zero. AID 540308. hit rate 0.98% among 360,000. activation, % at 8.9 µM. P32245;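 active = activation above a per-plate cutoff, the mean activation of sample wells on that plate plus 3 SD, cut at about 8% in these data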
Target sequence (P32245 whole entry, looked up): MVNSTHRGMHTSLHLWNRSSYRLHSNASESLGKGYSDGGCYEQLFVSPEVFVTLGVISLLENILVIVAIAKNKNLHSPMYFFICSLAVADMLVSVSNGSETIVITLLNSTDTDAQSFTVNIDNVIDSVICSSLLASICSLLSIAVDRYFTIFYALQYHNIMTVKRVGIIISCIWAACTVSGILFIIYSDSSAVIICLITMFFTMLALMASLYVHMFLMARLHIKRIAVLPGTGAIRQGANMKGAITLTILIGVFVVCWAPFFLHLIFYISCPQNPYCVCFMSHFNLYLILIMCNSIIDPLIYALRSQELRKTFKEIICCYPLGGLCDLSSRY
H9c2 protect: modulators protecting cardiomyocytes from myocardial damage. hit rate 0.63% among 360,000. H9c2 cardiomyocytes, H2O2 injury protection, ATPLite, 2 h. protection from H2O2 cell death, % at 20 µM;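 active = compounds giving at least 50% protection of heart cells from peroxide-induced death in the single-dose screen, raw or plate-pattern-corrected value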;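 also: 0% = DMSO wells with peroxide and 100% = DMSO wells without peroxide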
aDG glyco act: increases alpha dystroglycan glycosylation; Pro5-aDG cells, alpha-DG glycosylation AlphaScreen (IIH6); 0% Pro5, 100% B10-LARGE cell signal; activation, % at 10 µM; hit rate 0.22% among 360,000;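 active = activation of at least 8% versus controls, or a plate z-score of at least 8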;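 also: Pro5 are CHO cells carrying HIG-tagged alpha-DG that lacks glycosylation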
MC4R antagonist: blocks human MC4R cAMP signaling. AID 540295. MC4R-expressing cells, MTII-stimulated cAMP, LANCE TR-FRET. inhibition, % at 6.5 µM. hit rate 0.48% among 360,000. P32245;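 active = inhibition above its plate's cutoff, the mean of tested wells on that plate plus 3 SD, cut at about 29% in these data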;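 also: 0% = Melanotan II alone and 100% = Melanotan II plus saturating MCL0020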
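Test system: U2OS cells stably expressing human melanocortin 4 receptor (MC4R); also added: Melanotan II challenge; compound: 6.5 µM single dose; timing: 30-min compound preincubation, 1-h Melanotan II challenge, 1-h detection, room temperature; signal: Eu-cAMP/anti-cAMP TR-FRET, emission 671 nm; repeats: one well per compound, no replicates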
CaV13 ICDI inh: Disruptors of the CACNA1D IQ motif to Ca2+-dependent inactivation inhibitor domain association, primary screening, Förster resonance energy transfer in intact living …; hit rate 0.098% among 340,000; HEK cells, CFP/YFP FRET ICDI-IQ, plate reader, 10 min; percent FRET-ratio fall versus neutral wells; inhibition, % at 12.3 µM;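 active = mean replicate inhibition of at least 30% and at least 1% of replicates passing that level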;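 also: 0% = median of the neutral control wells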
HTR2A ag: activates the mouse 5-HT2A serotonin receptor; activation, % at 7.6 µM; P35363; hit rate 0.66% among 360,000; CHO-K1 mHTR2A beta-arrestin complementation, luminescence; percent of 30 µM serotonin response;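 active = activation above a run cutoff, the mean activation of all tested compounds plus 3 SD, cut at about 14% in these data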;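 also: 0% = plate median of compound wells and 100% = 30 µM serotonin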
Target sequence (P35363 whole entry, looked up): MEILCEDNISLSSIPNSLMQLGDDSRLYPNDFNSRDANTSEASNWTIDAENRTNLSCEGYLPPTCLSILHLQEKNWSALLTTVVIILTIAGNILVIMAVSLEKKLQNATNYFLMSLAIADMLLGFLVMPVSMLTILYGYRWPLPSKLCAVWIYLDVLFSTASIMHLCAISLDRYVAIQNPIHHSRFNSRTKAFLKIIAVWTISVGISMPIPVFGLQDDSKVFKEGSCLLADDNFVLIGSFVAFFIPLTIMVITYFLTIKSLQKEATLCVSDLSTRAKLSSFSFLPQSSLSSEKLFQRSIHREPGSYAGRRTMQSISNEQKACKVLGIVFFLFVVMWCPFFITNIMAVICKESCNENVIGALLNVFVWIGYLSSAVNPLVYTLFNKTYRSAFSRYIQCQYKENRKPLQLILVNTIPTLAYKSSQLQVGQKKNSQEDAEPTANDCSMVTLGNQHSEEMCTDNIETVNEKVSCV
ABCB6 inh 2: blocks the human ABCB6 transporter; Q9NP58; K562-ABCB6 porphyrin accumulation, flow cytometry, 1 h; active compounds read low; fluorescence ratio to DMSO, % at 10 µM; hit rate 0.19% among 360,000;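 active = fluorescence ratio to DMSO below 75%, the collection mean minus 3 SD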;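 also: signal is porphyrin accumulated inside mitochondria; 100% equals median channel fluorescence of DMSO control wells; lower ratio means ABCB6 inhibition with less porphyrin fluorescence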
PDI inh: inhibitors of human protein disulfide isomerase; P07237; PDI insulin aggregation turbidity, A650, 90 min; inhibition, % at 10 µM; hit rate 0.052% among 350,000; AID 588391;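 active = mean inhibition across replicates of 30% or more, whatever share of single replicates reach that level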;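 also: absorbance from insulin aggregation driven by PDI reduction with DTT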
Glyco luc inh: blocks N-linked glycosylation in D54 reporter cells. reporter increase, % at 12.5 µM. D54 ERlucT glycosylation luciferase reporter, 24 h; percent of 100 nM tunicamycin response. AID 588692. hit rate 0.23% among 360,000;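 active = mean luciferase reporter signal, scaled so untreated is 0 and the glycosylation-blocking control 100, at or above a set limit in every replicate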;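 also: luciferase carries N-glycosylation sites so blocking glycosylation raises the light; 0% = median of neutral control wells and 100% = median of 100 nM tunicamycin wells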
Starred values were filed as active, the others as inactive; / = not tested or not shown.

SMILES	Vif inh	MC4R barr agon	H9c2 protect	aDG glyco act	MC4R antagonist	CaV13 ICDI inh	HTR2A ag	ABCB6 inh 2	PDI inh	Glyco luc inh
Cc1ccc(S(=O)(=O)/N=c2\sccn2C)cc1	/	-2.1	3	0.0	7	-5	-2	88	-47	-1
CCOC1(c2ccccc2)CC1C(=O)N/N=C/c1cccc([N+](=O)[O-])c1 (stereo unspecified)	-5	1.0	-5	0.0	15	6	-2	99	0	-1
O=C(Nc1ccc(C(=O)O)cc1)/C(=C\c1cccc([N+](=O)[O-])c1)NC(=O)c1ccc(Br)o1	1	0.1	2	-0.2	9	-17	2	103	-2	-1
O=C(CCCCl)Oc1ccc2cc(-c3ccc4ccccc4n3)c(=O)oc2c1	-1	-0.8	-2	-0.1	20	7	0	99	3	-1
O=C(c1ccc(Br)c(S(=O)(=O)N2CCCCC2)c1)N1CCCCC1	-2	-2.8	2	0.4	1	-5	-6	94	-13	-2
N#Cc1cnn(-c2ncnc3sc4c(c23)CCCC4)c1N	9	-0.1	9	-0.1	0	-1	-3	90	-7	-1
COc1cc(Br)c(C(=O)c2nccc3cc(OC)c(OC)cc23)cc1OC	-9	0.2	4	0.0	-7	-6	8	95	-4	2
Cc1ccc(CNCCC2=CCCCC2)cc1	-1	3.7	-3	0.4	-9	-3	-2	88	-3	0
N#CC1(c2ccccc2)CCC(=NO)CC1 (stereo unspecified)	39	-0.4	10	0.0	16	-5	2	106	0	-1
Cc1cc(/C=N/NC(=O)c2cccs2)c(C)n1-c1cnccn1	-4	-2.6	5	0.0	-11	1	-1	99	4	-2
CC1(C(=O)O)CCC(C(=O)NNC(=O)c2ccccc2O)C1(C)C (stereo unspecified)	-1	-0.9	5	0.0	7	-19	5	100	-3	2
COc1ccc(-n2nc3c(c2NC(=O)C2CC(=O)N(c4ccccc4)C2)CS(=O)(=O)C3)cc1 (stereo unspecified)	6	-1.8	0	-0.3	0	-3	5	100	0	-1
Cc1sc2c(c1C)CN(C(C)(C)C)CN2C(=O)c1ccccc1	-10	-1.1	18	0.1	1	-5	3	110	-7	-6
CCOC(=O)c1ccc(NC(=O)N2CCc3ccccc3C2)cc1	-14	-0.2	-1	0.1	4	-2	4	101	-7	2
CC(=O)c1cc2c(cc1NC(=O)CN1CCOCC1)OCO2	-1	-0.9	3	0.1	6	-9	-3	101	/	3
O=C(c1ccc([N+](=O)[O-])cc1)N(Cc1ccccc1)c1ccccn1	13	-3.0	-8	0.9	12	2	-2	92	-3	-1
O=C(CCc1nnc(CCCCc2ccccc2)o1)N1CCCC(O)C1 (stereo unspecified)	/	-2.1	14	0.0	17	-5	-5	96	4	1
O=C(Nc1nccs1)C1CC(=O)N(c2ccccc2Cl)C1 (stereo unspecified)	-3	-0.5	3	-0.2	5	-5	2	94	4	4
Cc1cccc(N2CCN(C(=O)CC(NC(=O)c3ccccc3)c3ccccc3)CC2C)c1 (stereo unspecified)	-2	-1.8	3	0.1	22	-18	-2	95	-2	2
Cc1cc2c(c(=O)n1Cc1ccco1)C(c1ccccc1)C(C#N)=C(N)O2 (stereo unspecified)	-10	1.8	20	0.1	19	-4	3	105	-2	0

Overlap with the part before: 2 entries, then new ones.
SMILES	Vif inh	MC4R barr agon	H9c2 protect	aDG glyco act	MC4R antagonist	CaV13 ICDI inh	HTR2A ag	ABCB6 inh 2	PDI inh	Glyco luc inh
Cc1cccc(N2CCN(C(=O)CC(NC(=O)c3ccccc3)c3ccccc3)CC2C)c1 (stereo unspecified)	-2	-1.8	3	0.1	22	-18	-2	95	-2	2
Cc1cc2c(c(=O)n1Cc1ccco1)C(c1ccccc1)C(C#N)=C(N)O2 (stereo unspecified)	-10	1.8	20	0.1	19	-4	3	105	-2	0
Cc1cccc(C(=O)Nc2cc(C)ccc2NC(=O)COc2ccccc2)c1	-7	-0.3	12	0.1	5	-6	-9	95	-11	0
CN(C)S(=O)(=O)c1ccc(Cl)c(NC(=O)CN2CCCC2)c1	-9	1.2	0	-0.1	-4	-2	4	99	5	1
CCN(CC)c1ccc(C(=S)NC2CCCCC2)cc1	-4	3.3	-11	0.0	-4	2	-7	95	-4	-1
O=C(CN1CCN(C(=O)CNC(=O)c2ccc3c(c2)OCO3)CC1)Nc1cccc(F)c1	0	0.8	2	-0.2	6	-3	13	97	-11	2
CN(C)S(=O)(=O)c1ccc(C(=O)NCc2ccccn2)cc1	33	-0.4	1	-0.4	16	-6	0	97	11	2
Oc1ccc(C[C@@H](CN2CCCC2CN2C(=S)NC[C@@H]2Cc2ccccc2)N2C[C@H](Cc3ccccc3)N(CC3CCCCCC3)C2=S)cc1 (stereo partly specified)	/	/	/	0.3	/	-7	-8	96	/	/
CC(C)COC(=O)c1ccc(NC(=O)C2C3CCC(C3)C2C(=O)O)cc1 (stereo unspecified)	-8	-0.8	-1	0.6	4	-5	0	101	6	0
CN(C(=O)COC(=O)c1ccc(Cl)c(N)c1)c1ccccc1	-10	-0.9	8	-0.4	-4	-2	8	93	-1	0
CCOC(=O)Cn1cc(/C=N/NC(=O)c2ccc(C#N)cc2F)c2ccccc21	8	-1.2	5	-0.1	0	-5	-2	106	-8	-3
CCN(Cc1ccccc1)c1ccccc1	10	0.2	-4	0.0	10	/	-1	102	/	1
O=C(Nc1ccc(Cl)cc1)NC1CCCCNC1=O (stereo unspecified)	1	-1.0	1	0.1	21	-4	-1	100	4	1
Cc1ccc(-c2noc(C3CCCN(C(=O)c4ccccc4Br)C3)n2)o1 (stereo unspecified)	3	-0.1	2	-0.2	14	-7	-5	95	2	-1
COc1cc(/C=N/NC(=O)C2CC(=O)N(c3ccc(C)cc3)C2)cc(OC)c1OC (stereo unspecified)	3	-1.6	-1	0.1	-15	-5	1	95	-1	5
Cc1ccc(CCNC(=O)c2ccc(NC3=NC4CS(=O)(=O)CC4S3)cc2)cc1 (stereo unspecified)	3	-2.8	0	-0.1	10	-16	-10	106	-3	4
O=C(NNC(=O)C1CC(=O)N(Cc2ccccc2)C1)c1ccc(Br)cc1 (stereo unspecified)	-5	-1.3	0	-0.2	-3	/	0	100	6	1
Cc1cc(/C=C2/C(=O)NN(c3ccccc3)C2=O)c(C)n1-c1cccc(O)c1	-3	-0.3	-28	-0.5	5	1	2	96	-3	-17
Cn1cccc1/C=N\NC(=O)C1COc2ccccc2O1 (stereo unspecified)	8	-1.1	-6	-0.2	4	-7	2	94	-3	2
Cc1ccc(CCC(=O)Nc2ccc(Cl)cc2)o1	-2	-0.2	4	0.0	14	22	2	100	-10	3
CCC(C)(C(=O)NC1CCCCC1)N(C(=O)CNC(C)=O)c1c(C)n(C)n(-c2ccccc2)c1=O (stereo unspecified)	0	-1.4	1	0.0	1	/	0	103	0	0
CCc1cccc(NS(=O)(=O)c2c(C)[nH]c(=O)[nH]c2=O)c1	-4	-2.2	0	0.0	0	-19	-4	103	6	6
O=C1CCCCC1CCc1ccncc1 (stereo unspecified)	5	-2.2	0	0.0	3	-5	1	97	-3	2
O=S(=O)(CCNCCc1ccccc1)NCc1ccccc1	-3	0.5	-1	0.6	-4	-5	-5	98	15	0
Cc1cc(SCC(=O)OC/C(O)=C(\C#N)c2nc3ccccc3[nH]2)c(C)cc1Br	-4	1.0	-15	-0.8	8	-6	7	97	-6	19
O=C(NCCCc1ccccc1)c1ccncc1	12	1.7	0	0.1	5	-5	11	97	-4	1
COC(=O)c1nn(C)c(=O)[nH]c1=O	-2	0.4	1	0.1	10	-9	2	102	19	-1
COC(=O)c1c(C(=O)c2ccc(Br)cc2)n(C)c2ccccc12	1	1.4	-10	0.0	1	-20	-7	94	-10	-1
Cc1ccc(C(=O)Nc2ccc(N3CCCC3)cc2)cc1	14	2.0	-12	0.5	-7	-7	-7	97	-1	-1
CCn1c(SCC(=O)Nc2ccc(C(C)=O)cc2)nc2c([nH]c3ccccc32)c1=O	28	5.0	1	-0.3	5	-3	-2	97	-5	92*
CN=C1S/C(=C\c2ccc(N3CCCC3)c(F)c2)C(=O)N1C	1	-3.5	-2	-0.2	10	-18	4	99	-6	2
COc1ccc(-c2cc(C(=O)NNC(=O)c3csc(N4CCOCC4)n3)c3ccccc3n2)cc1OC	-4	-3.2	44	-0.1	7	-6	-2	91	-8	-1
Cc1sc2ncnc(SCC(=O)NC(=O)NCc3ccco3)c2c1C	22	0.1	-4	0.5	1	/	-1	104	-7	3
Cc1c(OCC(=O)OC(C)(C)C)ccc2c3c(c(=O)oc12)CCC3	1	2.2	-15	1.0	4	-2	3	86	3	-1

An excerpt of the results above, for reference:
SMILES	Vif inh	MC4R barr agon	H9c2 protect	aDG glyco act	MC4R antagonist	CaV13 ICDI inh	HTR2A ag	ABCB6 inh 2	PDI inh	Glyco luc inh
Cn1cccc1/C=N\NC(=O)C1COc2ccccc2O1 (stereo unspecified)	8	-1.1	-6	-0.2	4	-7	2	94	-3	2
Cc1ccc(CCC(=O)Nc2ccc(Cl)cc2)o1	-2	-0.2	4	0.0	14	22	2	100	-10	3
CCC(C)(C(=O)NC1CCCCC1)N(C(=O)CNC(C)=O)c1c(C)n(C)n(-c2ccccc2)c1=O (stereo unspecified)	0	-1.4	1	0.0	1	/	0	103	0	0
CCc1cccc(NS(=O)(=O)c2c(C)[nH]c(=O)[nH]c2=O)c1	-4	-2.2	0	0.0	0	-19	-4	103	6	6
O=C1CCCCC1CCc1ccncc1 (stereo unspecified)	5	-2.2	0	0.0	3	-5	1	97	-3	2
O=S(=O)(CCNCCc1ccccc1)NCc1ccccc1	-3	0.5	-1	0.6	-4	-5	-5	98	15	0
Cc1cc(SCC(=O)OC/C(O)=C(\C#N)c2nc3ccccc3[nH]2)c(C)cc1Br	-4	1.0	-15	-0.8	8	-6	7	97	-6	19
O=C(NCCCc1ccccc1)c1ccncc1	12	1.7	0	0.1	5	-5	11	97	-4	1
COC(=O)c1nn(C)c(=O)[nH]c1=O	-2	0.4	1	0.1	10	-9	2	102	19	-1
COC(=O)c1c(C(=O)c2ccc(Br)cc2)n(C)c2ccccc12	1	1.4	-10	0.0	1	-20	-7	94	-10	-1
Cc1ccc(C(=O)Nc2ccc(N3CCCC3)cc2)cc1	14	2.0	-12	0.5	-7	-7	-7	97	-1	-1
CCn1c(SCC(=O)Nc2ccc(C(C)=O)cc2)nc2c([nH]c3ccccc32)c1=O	28	5.0	1	-0.3	5	-3	-2	97	-5	92*
CN=C1S/C(=C\c2ccc(N3CCCC3)c(F)c2)C(=O)N1C	1	-3.5	-2	-0.2	10	-18	4	99	-6	2
